From PubChem
TrxR1 substrate: is turned over as a substrate by rat TrxR1; O89049; purified TrxR1 substrate turnover, NADPH consumption readout; Potency, µM (top dose mostly 114 µM), inactives show at the top dose activity change, negative = substrate turnover; 0.01% of 390,000 active; note: potency is the fitted concentration of half-maximal effect; % is set by controls: 0 for no effect and ±100 for the full control effect; nearly all actives have a fitted effect of over 50% in size
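Rat TrxR1, dispensed at 90 nM, was prereduced with 400 uM NADPH (final) for 5 min at ~22 deg C, then incubated with compound 15 min before 400 uM selenite. A first-read NADPH fluorescence drop versus no-compound background flagged substrates.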
D2 ag: D2 dopamine receptor (human) agonism; 0.53% of 340,000 active; activation, % at 2 µM; P14416; AID 485358; HEK293 T-REx D2 cells, calcium flux agonist mode;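 active = activation over 3 SD above normal in the single-dose calcium agonist read, cut at about 30% in these data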; note: 0% is about no effect
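Agonism is scored from calcium flux in a force-coupled, inducible HEK293 cell line expressing D2, read kinetically for 180 s after compound addition against dopamine controls.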
USP1-UAF1 inh: USP1/UAF1 (human) deubiquitinase inhibition; AID 743255; O94782; 0.23% of 390,000 active; Potency, µM (top dose mostly 57.1 µM), without a hit: top-dose activity change, negative = inhibition, hits mostly inhibitors; recombinant USP1/UAF1, Ub-Rhodamine cleavage fluorescence; note: potency is the fitted concentration of half-maximal effect; % is set by controls: 0 for no effect and ±100 for the full control effect; nearly all actives have a fitted effect of over 60% in size; inactives centre near -12
Target sequence (O94782 whole entry, looked up): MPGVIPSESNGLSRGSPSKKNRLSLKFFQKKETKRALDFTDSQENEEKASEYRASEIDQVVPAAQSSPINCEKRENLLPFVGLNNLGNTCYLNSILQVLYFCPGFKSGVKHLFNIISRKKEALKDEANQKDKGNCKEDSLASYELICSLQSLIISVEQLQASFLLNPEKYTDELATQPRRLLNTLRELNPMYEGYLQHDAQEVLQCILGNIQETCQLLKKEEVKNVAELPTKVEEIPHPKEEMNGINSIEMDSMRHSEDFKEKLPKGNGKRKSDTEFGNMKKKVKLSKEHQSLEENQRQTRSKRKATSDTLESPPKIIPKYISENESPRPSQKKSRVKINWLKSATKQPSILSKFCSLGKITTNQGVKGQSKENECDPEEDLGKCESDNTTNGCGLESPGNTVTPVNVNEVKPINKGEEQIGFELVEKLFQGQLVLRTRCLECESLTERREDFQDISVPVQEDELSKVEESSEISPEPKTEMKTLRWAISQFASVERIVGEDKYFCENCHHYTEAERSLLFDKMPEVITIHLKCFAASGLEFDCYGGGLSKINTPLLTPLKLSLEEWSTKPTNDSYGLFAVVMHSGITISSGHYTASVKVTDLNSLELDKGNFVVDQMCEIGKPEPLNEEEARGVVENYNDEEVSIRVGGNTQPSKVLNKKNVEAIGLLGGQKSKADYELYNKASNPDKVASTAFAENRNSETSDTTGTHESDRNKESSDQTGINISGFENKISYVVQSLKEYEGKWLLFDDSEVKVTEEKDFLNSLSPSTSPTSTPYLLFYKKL
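In this screen, compounds sit with the deubiquitinase complex (1nM) for 15 min at room temperature before Ub-Rho is added at 150nM final. Fluorescence rise is then followed for 6 reads every 60 seconds.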
rTrxR1 inhibitor: rat TrxR1 inhibition; O89049; recombinant rTrxR1, NADPH fluorescence consumption, selenite substrate; Potency, µM (doses to about 114 µM), for inactives: top-dose activity change, negative = inhibition, usual class: inhibitors; 1% of 390,000 active; AID 588453; note: potency is the fitted concentration of half-maximal effect; % is set by controls: 0 for no effect and ±100 for the full control effect; nearly all actives have a fitted effect of over 65% in size
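Rat TrxR1 (90 nM in the dispensed reagent) was pre-reduced with 400 uM NADPH for 5 min at room temperature, then incubated with compound for 15 min. After 400 uM selenite was added, NADPH fluorescence (Ex 340/Em 450 nm) was followed for 8 min.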
PI4K2A inh: PI4K2A (human) kinase inhibition. purified PI4K2A, ADP-Glo luminescence, 1 h; stronger effect = lower value. activity change, negative = inhibition, % at 76.9 µM. 0.13% of 420,000 active. AID 1346378; in the data active = activity change below about -50%; inconclusive = mostly about -30% to -49%;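 note: -100% = wells without enzyme as full effect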
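In this quantitative HTS, ADP production by PI4K2A was quantified luminescently after 1 h at ambient temperature; 100 microM adenosine served as plate-quality control.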
TRHR ag: activates the human TRH receptor | activation, % at 2 µM | P34981 | AID 493084 | TRHR cells, calcium flux fluo-8, FDSS agonist mode | 0.18% of 360,000 active; in the data active = activation above about 30%; note: 0% is about no effect
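Read-out: compound-evoked intracellular calcium rise in TRHR cells, fluo-8 dye, kinetic FDSS fluorescence at 1 s/cycle following a 10-cycle baseline. Cells cultured overnight before dye loading (30 min–1.5 h, RT).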
D2 antagonist: D2 dopamine receptor (human) antagonism; P14416; HEK293 TREx D2 cells, calcium flux, dopamine EC80; inhibition, % at 10 µM; 2% of 340,000 active; in the data active = inhibition above about 30%; note: 0% is about no effect
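In this primary screen, negative modulation is detected by tracking calcium flux after an EC80 dopamine challenge in inducible HEK293 T-REx D2 cells preexposed to test compound for 180 s.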
mIDH1 inhibitor: human IDH1 R132H inhibition; O75874; IDH1-R132H enzyme, NADPH consumption, diaphorase/resazurin fluorescence; Potency, µM (highest dose often 76.6 µM), without a hit: at the highest dose activity change, negative = inhibition, usual class: inhibitors; 0.093% of 390,000 active; AID 602179; note: potency is the fitted concentration of half-maximal effect; % is set by controls: 0 for no effect and ±100 for the full control effect; nearly all actives have a fitted effect of over 65% in size
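IDH1-R132H (0.5 ug/mL dispensed) in pH 7.5 Tris buffer was preincubated 30 min with compound, then given a substrate mix of 0.016 mM NADPH and 2 mM alpha-KG for 80 min at room temperature; remaining NADPH was read by diaphorase/resazurin fluorescence.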
TRHR enhancer: TRH receptor (human) allosteric enhancement; 0.66% of 360,000 active; TRHR cells, fluo-8 calcium fluorescence, EC20 TRH enhancement; P34981; enhancement, % at 2 µM; in the data active = enhancement above about 30%; note: 0% is about no effect
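TRHR-expressing cells loaded with fluo-8 calcium dye were read kinetically (ex 480/em 530) during compound addition, then stimulated with an EC20 of TRH (10 nM final). Enhancement of the Gq-mediated intracellular calcium response was scored.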
The depositor's hits bear a star; ? = inconclusive; . = no result given; [ ] = remark or other dose. Unless noted, calls come from the whole dose curve; as a rule, active = well fitted inhibition curve with a large enough effect; inconclusive = small, poorly fitted or top-dose-only effect; inactive = no such curve, though single readings can be large or run the other way.

SMILES	TrxR1 substrate	D2 ag	USP1-UAF1 inh	rTrxR1 inhibitor	PI4K2A inh	TRHR ag	D2 antagonist	mIDH1 inhibitor	TRHR enhancer
Oc1oc(-c2ccccc2)nc1C=NCc1ccccc1	-7%[57.1 µM]	0.7	-14%	6%[57.1 µM]	12	0.1	13	8%	-11
C#CCOCCOCCOCCNc1nc(N2CCN(C(=O)C([C@@H](C)CC)n3cc(C(N)COC(=O)C(F)(F)F)nn3)CC2)nc(N2CCN(C(=O)[C@H](Cc3cc4ccccc4[nH]3)n3cc(C(N)CO)nn3)CC2)n1 (stereo partly specified)	10%	.	-29%	?	-7	.	.	13%	.
CCOc1ccc(S(=O)(=O)NCc2ccncc2)cc1NC(=O)c1ccccc1	-5%	0.2	-9%	-8%	-3	-0.3	-4	2%	-1
Cc1cccc(N(C)S(=O)(=O)c2nnc(NC(=O)C(C)Oc3ccccc3)s2)c1 (stereo unspecified)	59%[activator]	0.2	?	-13%	-1	0.2	.	?	-1
CCSC1=C(C#N)C(c2cccc(Br)c2)CC(=O)N1 (stereo unspecified)	7%	0.7	-26%	11%	1	-0.8	-13	1%	1
COc1ccc(C(=O)N[C@H](C(=O)OCCCOC(=O)[C@@H](NC(=O)c2ccc(OC)cc2)C(C)C)C(C)C)cc1	-5%	.	-2%	16%	0	.	.	-10%	.
Cc1cc2ccccc2n1CCNC(=O)C1CCCC1	0%	0.2	-20%	8%	-3	0.3	-4	-1%	3
COCCn1ccc2c(OCC(=O)NCc3ccccc3)cccc2c1=O	10%	-1.1	0%	-1%	-2	-0.2	7	3%	-3
CCc1ccccc1NS(=O)(=O)c1ccc2[nH]cc(C(=O)NCc3ccco3)c(=O)c2c1	0%	-1.5	-4%	12%	13	0.6	15	0%	-8
CCCCCOc1ccc(C(=O)NCC2(c3ccccc3)CCOCC2)cc1	-2%	.	-9%	14%	1	-0.2	.	6%	6
Cc1ccc(S(=O)(=O)N2C[C@@H]3[C@H]4CC[C@H](C4)[C@@H]3[C@@H](C)[C@@H]2c2cn(Cc3ccccc3)c3ccc(F)cc23)cc1	8%	.	-17%	40%[activator]	-5	.	.	-8%	.
CC(C)(C)CNC(CO)C12CC3CC(CC(C3)C1)C2 (stereo unspecified)	5%[57.1 µM]	0.5	-3%	7%[57.1 µM]	4	-0.1	-5	0%	4
O=C(c1ccccc1)N1CCN(C(=O)N2CCCCC2)CC1	-5%	-0.1	-25%	-6%	-12	0.4	-4	-2%	-4
C/C(=C\C(=O)c1ccc(F)cc1)NCc1ccc2c(c1)OCO2	5%[57.1 µM]	-0.3	-4%	10%[57.1 µM]	-10	0.1	-7	4%	4
CCc1ccc(Cc2cnc(NC(=O)c3ccc4c(c3)CC(c3ccccc3)OC4=O)s2)cc1 (stereo unspecified)	-2%	1.0	5%	6%	-4	0.4	.	17%	5
COC(=O)/C(=N/Nc1cccc(C)c1)N1CCCc2ccccc21	-13%	.	-9%	-14%	4	0.6	.	4%	3
Cc1cc(N/N=C/c2cccc([N+](=O)[O-])c2)nc(-n2nc(C)cc2C)n1	1%	0.3	-22%	12%	4	-0.3	8	-3%	-2
C=CCn1c(SCC(O)Cn2c3ccccc3c3ccccc32)nnc1-c1ccco1 (stereo unspecified)	-5%	0.5	-25%	1%	4	-0.4	-8	3%	-4
CNC(=O)N1c2ccccc2C=Cc2ccccc21	2%	1.0	-23%	25%	-1	-0.8	-1	-2%	-5
COc1cccc(C=Nc2ccc(N3CCOCC3)cc2)c1O	2%	0.5	?	13%	-26	-2.3	-6	-2%	36*
Cc1c(C(=O)N2CCC(Cc3ccccc3)CC2)cccc1[N+](=O)[O-]	-12%[57.1 µM]	-0.3	-10%	30%[57.1 µM]	1	0.5	-1	9%	0
CN(C(=O)CCc1nc2ccccc2c(=O)[nH]1)C1CCS(=O)(=O)C1 (stereo unspecified)	0%	0.5	-1%	25%	-2	0.1	-24	-7%	-1
Cc1ccc(C(=O)COC(=O)c2ccccc2N2C(=O)C3C4CCC(C4)C3C2=O)cc1C (stereo unspecified)	-2%	0.2	-18%	11%	-3	-0.2	4	3%	-7
COc1ccc(CNC(=O)COc2cc(=O)n(C)c3ccccc23)cc1	-9%[57.1 µM]	-0.3	-3%	19%[57.1 µM]	1	-0.2	-13	7%	1
O=c1c2cccnc2[nH]c(=S)n1CCC1=CCCCC1	-11%	-0.5	1%	-6%	1	0.9	-9	15%	-3

The list goes on.
SMILES	TrxR1 substrate	D2 ag	USP1-UAF1 inh	rTrxR1 inhibitor	PI4K2A inh	TRHR ag	D2 antagonist	mIDH1 inhibitor	TRHR enhancer
CCOC(=O)CSc1nnc(-c2cccnc2)n1Cc1ccccc1	9%[57.1 µM]	-4.0	-17%	16%	6	-0.2	-7	-1%	1
CC(C)(C)OC(=O)N1CCCC(C(=O)Nc2cccc(C(=O)N3CCCCC3)c2)C1 (stereo unspecified)	5%	.	-18%	0%	-10	.	.	16%	.
COc1ccccc1-c1noc(CCCC(=O)NC2CCCC2)n1	1%	1.2	-11%	12%	-2	0.3	3	0%	13
Cc1nc2ccccc2c(=O)n1/N=C/c1cccs1	-7%	-0.7	-17%	?	3	-0.2	-21	-1%	4
Cc1ccc(C(C)C)c(OCC(=O)c2c(O)c3ccccc3oc2=O)c1	-3%	.	-4%	-20%	6	.	.	10%	.
COc1ccc(C(=O)c2c3ccc(OC)cc3[n+]([O-])n2Cc2ccc(C(N)=O)cc2)cc1	-8%	1.2	-14%	-10%	-1	-0.1	-5	-29%	-5
Cc1ccc(CN2CCN(/N=C/c3ccc(N(C)C)cc3)CC2)cc1	0%	0.6	-22%	13%	4	0.1	-12	8%	-5
COC(=O)c1c(C)sc(-c2c(-c3cccc(Cl)c3)[nH]c3c2c(=O)[nH]c(=O)n3C)c1O	-4%	30	?	0%	-6	36*	.	.	-2
O=C(NCc1ccc2c(c1)CCN2C(=O)c1ccccc1)c1cc2ccccc2[nH]1	-7%[57.1 µM]	0.2	?	10%[57.1 µM]	-5	-0.1	.	0%	9
CN1CCN(Cc2nc3ccccc3n2C)CC1CCO (stereo unspecified)	0%	0.5	-16%	-17%	-5	0.6	1	4%	-1
COc1ccc(NC(=O)CCCn2cnc3ccccc3c2=O)cc1	-21%[57.1 µM]	1.0	-15%	17%[57.1 µM]	-1	0.6	-8	8%	3
COc1ccc(CNC(=O)c2cnc(C)cn2)cc1	0%	0.3	-12%	-8%	-4	-0.9	-10	3%	15
CN(C)C(=O)CSc1nnc(CCCCCNC(=O)OC(C)(C)C)o1	-8%	0.3	2%	9%	-12	-0.3	0	-1%	1
CCn1c(SC(C)C(=O)Nc2ccc(N3CCOCC3)cc2)nnc1C1CC1 (stereo unspecified)	1%	-0.2	-22%	13%	0	0.9	-18	-8%	6
CCC/C(=N\NC(=O)C1CCCC1)c1ccccc1	2%	.	-16%	8%	0	-0.5	.	0%	-6
Cc1ccc(C(=O)OCC(=O)NC(=O)Cc2ccccc2)c(O)c1	5%	-0.2	-19%	24%	-2	1.1	1	21%	6
N#CCN1C(=O)NC2(CCCc3sccc32)C1=O (stereo unspecified)	-1%	.	5%	3%	4	-0.3	.	-9%	14
COC(=O)c1ccc(Cn2c(O)c(N=NC(N)=S)c3ccccc32)o1	-5%	-0.8	-6%	-13%	-3	-0.8	17	-3%	-2
CCOc1ccc(C(=O)NCC(c2cccs2)S(=O)(=O)c2ccccc2)cc1 (stereo unspecified)	-2%[57.1 µM]	-2.1	-12%	2%[57.1 µM]	3	-0.9	.	20%	2
Nn1c(SCC(=O)N2CCCCCC2)nnc1-c1ccco1	-3%	.	-13%	2%	6	0.6	.	-4%	-9
CCCc1nc2oc3ccccc3c(=O)c2c(=O)n1CCCOC	-12%[57.1 µM]	0.1	-10%	24%[57.1 µM]	5	-0.4	3	6%	21
Cc1ccc(C)c(NC(=O)CN2CCSc3ccc(S(=O)(=O)N4CCCC4)cc32)c1	5%[57.1 µM]	.	-25%	15%[57.1 µM]	2	-0.6	.	-1%	-1
CC1CC(Nc2ccccc2N)=CC(=O)O1 (stereo unspecified)	5%	0.0	0%	12%	-4	0.5	-7	-9%	10

9 neighbouring records from above:
SMILES	TrxR1 substrate	D2 ag	USP1-UAF1 inh	rTrxR1 inhibitor	PI4K2A inh	TRHR ag	D2 antagonist	mIDH1 inhibitor	TRHR enhancer
CCC/C(=N\NC(=O)C1CCCC1)c1ccccc1	2%	.	-16%	8%	0	-0.5	.	0%	-6
Cc1ccc(C(=O)OCC(=O)NC(=O)Cc2ccccc2)c(O)c1	5%	-0.2	-19%	24%	-2	1.1	1	21%	6
N#CCN1C(=O)NC2(CCCc3sccc32)C1=O (stereo unspecified)	-1%	.	5%	3%	4	-0.3	.	-9%	14
COC(=O)c1ccc(Cn2c(O)c(N=NC(N)=S)c3ccccc32)o1	-5%	-0.8	-6%	-13%	-3	-0.8	17	-3%	-2
CCOc1ccc(C(=O)NCC(c2cccs2)S(=O)(=O)c2ccccc2)cc1 (stereo unspecified)	-2%[57.1 µM]	-2.1	-12%	2%[57.1 µM]	3	-0.9	.	20%	2
Nn1c(SCC(=O)N2CCCCCC2)nnc1-c1ccco1	-3%	.	-13%	2%	6	0.6	.	-4%	-9
CCCc1nc2oc3ccccc3c(=O)c2c(=O)n1CCCOC	-12%[57.1 µM]	0.1	-10%	24%[57.1 µM]	5	-0.4	3	6%	21
Cc1ccc(C)c(NC(=O)CN2CCSc3ccc(S(=O)(=O)N4CCCC4)cc32)c1	5%[57.1 µM]	.	-25%	15%[57.1 µM]	2	-0.6	.	-1%	-1
CC1CC(Nc2ccccc2N)=CC(=O)O1 (stereo unspecified)	5%	0.0	0%	12%	-4	0.5	-7	-9%	10
